Screens: PubChem, The Scripps Research Institute Molecular Screening Center
FBW7 act = human FBW7 E3 ligase activation, primary screen; AID 1259310; hit rate 0.13% among 650,000; AlphaScreen FBW7–phospho-cyclin E peptide binding, activator screen; normalized activity (activation), % at 26.1 µM; Q969H0; in the data active = normalized activity above about 1.9%;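 note: purified mutant Fbw7 with reduced substrate affinity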
TEAD-YAP inh = TEAD-YAP interaction inhibition; HEK-TIYL cells, TEAD-Gal4/YAP UAS-luciferase luminescence; inhibition, % at 9.12 µM; hit rate 1.4% among 640,000; in the data active = inhibition above about 32%;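 note: 0% = median of test compound wells and 100% = reference inhibitor wells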
MITF inh = blocks human microphthalmia-associated transcription factor; O75030; AlphaScreen MITF homodimerization, bead proximity signal; inhibition, % at 2.6 µM; hit rate 0.91% among 650,000; in the data active = inhibition above about 50%;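 note: 0% = vehicle wells with protein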
Target sequence (O75030 whole entry, looked up): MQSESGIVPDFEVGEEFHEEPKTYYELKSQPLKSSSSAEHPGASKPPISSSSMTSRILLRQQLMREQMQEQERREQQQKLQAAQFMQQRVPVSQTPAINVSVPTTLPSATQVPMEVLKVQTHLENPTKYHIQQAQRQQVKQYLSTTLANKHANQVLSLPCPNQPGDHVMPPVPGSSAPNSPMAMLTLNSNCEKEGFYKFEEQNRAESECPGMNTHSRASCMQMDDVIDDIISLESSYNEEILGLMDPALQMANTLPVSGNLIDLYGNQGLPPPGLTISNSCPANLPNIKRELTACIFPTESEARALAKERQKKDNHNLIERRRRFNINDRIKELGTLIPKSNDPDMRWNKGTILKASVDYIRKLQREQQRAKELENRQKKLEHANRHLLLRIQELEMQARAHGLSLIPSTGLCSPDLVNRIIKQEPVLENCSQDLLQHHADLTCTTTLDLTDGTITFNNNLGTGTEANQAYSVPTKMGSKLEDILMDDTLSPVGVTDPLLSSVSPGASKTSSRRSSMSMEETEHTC
GPR151 ag = activators of human GPR151; Q8TDV0; PathHunter beta-arrestin GPR151 cells, luminescence; AID 1508602; activation, % at 11.2 µM; hit rate 1% among 650,000; in the data active = activation above about 4.9%;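 note: 0% = median of compound wells and 100% = cells with positive control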
Target sequence (Q8TDV0 whole entry, looked up): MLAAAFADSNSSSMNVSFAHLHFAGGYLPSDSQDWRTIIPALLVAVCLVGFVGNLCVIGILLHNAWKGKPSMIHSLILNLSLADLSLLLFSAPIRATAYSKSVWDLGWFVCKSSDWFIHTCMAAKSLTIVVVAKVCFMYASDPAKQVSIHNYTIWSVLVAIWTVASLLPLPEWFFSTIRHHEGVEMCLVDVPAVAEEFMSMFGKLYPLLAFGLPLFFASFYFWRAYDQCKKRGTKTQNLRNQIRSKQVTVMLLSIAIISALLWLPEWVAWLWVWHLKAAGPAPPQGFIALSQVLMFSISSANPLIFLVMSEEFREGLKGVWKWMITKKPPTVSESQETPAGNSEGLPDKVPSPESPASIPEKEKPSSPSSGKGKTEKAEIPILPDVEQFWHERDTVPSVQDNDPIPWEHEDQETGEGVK
* hit, by the source's call.

compound | FBW7 act | TEAD-YAP inh | MITF inh | GPR151 ag
CCOC(=O)c1sc(NC(=O)CSc2nc3ncnc(N)c3[nH]2)nc1C | 0.8 | -3.6 | 15.1 | -0.2
Cc1nc(OCc2nc3ccccc3s2)c2ccccc2n1 | 0.1 | -36.4 | 5.3 | 1.6
Cc1ccc(S(=O)(=O)N(CCC(=O)NO)Cc2ccc(Cl)cc2)cc1 | 0.7 | 1.5 | 7.0 | 0.6
CCOC(=O)c1cnn(-c2cccc(F)c2)c1CNCc1ccc(S(N)(=O)=O)cc1 | 0.3 | 7.8 | 7.0 | -0.2
Cc1cc(C)c(NS(=O)(=O)c2ccc3[nH]c(=O)oc3c2)c(C)c1 | 6.3* | 4.6 | 13.6 | -0.6
CCC1CN(CC(=O)N2CCC(C(O)c3cccs3)CC2)Cc2cc(OC)ccc2O1 (stereo unspecified) | 0.0 | 1.2 | 0.2 | 1.7
COc1ccc([N+](=O)[O-])cc1NC(=S)NC(=O)C(C)(C)C | 0.4 | 2.6 | 21.6 | -0.8
Nc1ccc(OCC(=O)N2CCOCC2)cc1 | -0.1 | 2.5 | -5.3 | -0.2
COC(=O)c1c(OC2CCCC2)cc(=O)n2c1CCN(Cc1cccnc1)CC2 | 0.0 | 4.3 | 2.8 | 1.6
Fc1cc(Br)ccc1CSc1nnc(-c2cnccn2)n1Cc1ccco1 | -0.2 | -5.2 | -2.3 | -1.5
CCOc1cc(C(=O)Nc2cccc(NC(C)=O)c2)cc(OCC)c1OCC | 0.0 | 5.3 | -12.6 | -1.0
COc1ccc(-c2ccc(=O)n(CC(=O)Nc3cc(OC)cc(OC)c3)n2)cc1 | -0.2 | 2.5 | -1.3 | 2.8
CC(C)CNS(=O)(=O)c1ccc(S(=O)(=O)N2CCN(c3ncccn3)CC2)cc1 | 1.1 | -1.5 | 2.9 | 0.9
O=C(Nc1sc2c(c1C(=O)Nc1ccc(Cl)cc1)CCCC2)c1ccc([N+](=O)[O-])cc1 | -0.2 | 0.6 | -3.0 | 0.2
CC(=O)Oc1c(Br)c(=O)[nH]c2ccccc12 | 0.0 | -1.7 | -5.8 | -1.1
CC(=O)Nc1ccc(S(=O)(=O)NC(CC(=O)N(C)Cc2ccccc2)C(C)C)cc1 (stereo unspecified) | -0.3 | -2.9 | -3.2 | -1.1
CC1CCN(C(=O)/C=C/c2ccc3c(c2)OCO3)CC1 | 0.1 | -48.7 | -3.7 | -0.8
CC(C)CC(=O)Nc1ccnn1C1CCN(Cc2ccc3c(c2)CCO3)CC1 | -0.1 | 4.3 | -7.9 | -0.2
C#CCOc1c(I)cc(/C=N/NC(=O)c2cccnc2)cc1OC | 0.1 | -2.1 | 11.2 | -0.7
Cc1cc(C(=O)N(C)C(Cc2ccccc2)C2CCN(Cc3ccncc3)CC2)n(C)n1 (stereo unspecified) | 0.8 | 0.6 | 17.1 | 0.2
COc1ccc(OC)c(S(=O)(=O)Nc2cccc(C(=O)O)c2)c1 | -0.1 | 6.6 | -5.6 | -1.3
NC(=O)C1Cc2ccccc2N1S(=O)(=O)c1cccc(F)c1 (stereo unspecified) | 0.9 | -2.6 | 10.8 | -0.4
COc1cc(NC(=O)c2cccc([N+](=O)[O-])c2C)c(OC)cc1NC(=O)c1ccccc1 | -0.3 | 3.4 | -5.4 | 0.2
CS(=O)(=O)N(CC(=O)Nc1cccc(Cl)c1)c1ccc(OCc2ccccc2)cc1 | 0.1 | 6.2 | -19.7 | -2.2
COc1cc(OC)cc(C(=O)N=c2sc3cccc(F)c3n2C)c1 | 0.1 | -2.7 | 8.0 | -1.2
COc1cc(OC)c(Nc2ncnc3sc(C)cc23)cc1Cl | 0.2 | -10.6 | 17.9 | -2.6
Cc1sc(NC(=O)c2ccco2)c(CN2CCOCC2)c1C | -0.1 | -25.2 | -16.3 | -2.5
S=c1[nH]nc(-c2ccco2)n1-c1ccccc1Cl | 0.5 | -15.6 | -4.6 | 1.4
COc1ccc(CSc2ccccn2)cc1[N+](=O)[O-] | 0.0 | -12.3 | -0.6 | -0.5
Cc1c(Cl)cccc1-c1ccc(C(=O)Nc2ccc(F)cc2)o1 | 1.5 | -11.5 | 20.4 | 0.5
O=C(CCCn1c(SCc2ccc([N+](=O)[O-])cc2)nc2ccsc2c1=O)NCCc1ccccc1 | 0.1 | -5.7 | -8.3 | 0.0
CCOc1ccccc1NC(=O)CN(c1ccc(Cl)cc1)S(=O)(=O)c1ccc(OC)cc1 | -0.1 | 9.7 | 7.7 | 0.5
COCCNCCOCCOc1cc(C)ccc1C | -0.1 | 18.7 | 48.1 | -0.4
CN1CCN(Cc2nc3c(c(=O)n(C)c(=O)n3C)n2Cc2cccc3ccccc23)CC1 | 0.4 | 2.3 | 10.5 | 3.3
Cc1ccccc1CN1CCN(CC(=O)NCCc2ccc(Cl)cc2)C1=O | 0.7 | -1.8 | 12.7 | -0.6
O=C(O)c1cc(S(=O)(=O)NCc2ccccc2)ccc1Br | -0.1 | -5.7 | -4.4 | 2.4
Cc1c(C(=O)NC2CCCCC2)oc2ccc(S(=O)(=O)N3CCCC3)cc12 | -0.1 | 25.6 | 3.3 | 0.8
Cc1ccc(C(=O)N/N=C2\CC(=O)CC(C)(C)C2)c(C)c1 | -0.3 | -3.0 | 27.2 | 1.5
O=C1CCCC/C1=C/NCc1ccccc1 | 0.1 | 9.5 | 13.4 | -1.3
Cc1ccc(OCC(=O)N2CCOc3ccc(C(O)C(C)C)cc3C2)cc1 (stereo unspecified) | -0.1 | -0.3 | 1.9 | 0.3
COC(=O)c1ccc(C2C3=C(CC(C)(C)CC3=O)N(c3ccc(Cl)c(Cl)c3)C3=C2C(=O)CC(C)(C)C3)cc1 | 0.0 | -2.4 | 19.9 | 0.5
COc1ccc2c(CNCCc3ccccc3C)c(C(=O)O)n(Cc3ccccc3F)c2c1 | -0.1 | 6.5 | -5.1 | -0.1
O=C(c1cccc(OC2CCN(Cc3ccncc3)CC2)c1)N1CCCC(CO)C1 (stereo unspecified) | 0.2 | 21.9 | 19.3 | -0.5
CC(CN1CCc2nnc(CCNC(=O)c3cccnc3)n2CC1)c1ccccc1 (stereo unspecified) | 0.3 | 9.0 | 4.6 | 0.9
C/C(=N\NC(=O)OC(C)(C)C)c1cccs1 | 0.0 | -24.8 | 12.7 | -4.5

Entries from the list above that contain a thiophene ring, fused or not:
compound | FBW7 act | TEAD-YAP inh | MITF inh | GPR151 ag
CCC1CN(CC(=O)N2CCC(C(O)c3cccs3)CC2)Cc2cc(OC)ccc2O1 (stereo unspecified) | 0.0 | 1.2 | 0.2 | 1.7
O=C(Nc1sc2c(c1C(=O)Nc1ccc(Cl)cc1)CCCC2)c1ccc([N+](=O)[O-])cc1 | -0.2 | 0.6 | -3.0 | 0.2
COc1cc(OC)c(Nc2ncnc3sc(C)cc23)cc1Cl | 0.2 | -10.6 | 17.9 | -2.6
Cc1sc(NC(=O)c2ccco2)c(CN2CCOCC2)c1C | -0.1 | -25.2 | -16.3 | -2.5
O=C(CCCn1c(SCc2ccc([N+](=O)[O-])cc2)nc2ccsc2c1=O)NCCc1ccccc1 | 0.1 | -5.7 | -8.3 | 0.0
C/C(=N\NC(=O)OC(C)(C)C)c1cccs1 | 0.0 | -24.8 | 12.7 | -4.5

The listing continues:
compound | FBW7 act | TEAD-YAP inh | MITF inh | GPR151 ag
C=CCNC(=O)c1c(NC(=O)c2ccco2)sc2c1CCC(C(C)(C)C)C2 (stereo unspecified) | 0.4 | 0.2 | 12.8 | 0.4
O=C(CN1C2=NCCN2c2ccccc21)c1ccc(F)cc1 | -0.1 | 13.0 | 3.7 | 0.9
CC(C)c1ccc(NC2=NCC(=O)N2C2CCCC2)cc1 | -0.1 | -1.6 | -0.3 | 0.3
COc1ccc(NC(=O)c2cc(CNC3CCCCC3)cc(NC(C)=O)c2)cc1 | 0.6 | 12.7 | 4.8 | -1.1
CCn1c(=O)n(CC(=O)N2CCN(C(C)=O)CC2)c2cccnc21 | 0.1 | -2.5 | -9.6 | -0.3
C=CCn1c(-c2sc(N)nc2C)n[nH]c1=S | -0.6 | -6.0 | -1.0 | 0.8
O=C(C1CC1)N1CCc2cc(Br)cc(S(=O)(=O)NCc3cccnc3)c21 | -0.1 | 0.7 | -10.3 | 0.3
CS(=O)(=O)Nc1cccc(-c2cnc3c(N4CCOCC4)nccn23)c1 | -0.1 | 11.2 | -7.7 | -0.7
CCCN(CCC)S(=O)(=O)c1ccc2cc(OCC)ccc2c1 | 0.1 | 0.6 | -1.6 | 0.2
Cc1nc(-c2cccnc2)sc1CCNS(=O)(=O)c1cccs1 | 0.1 | -3.3 | -9.0 | 0.4
Cc1ccc(C(=O)CC2(O)C(=O)N(Cc3cccc4ccccc34)c3ccccc32)o1 (stereo unspecified) | -0.1 | 20.6 | 4.6 | 0.0
CC(C)(C)C1CCC(C(=O)OCC(=O)c2ccc[nH]2)CC1 (stereo unspecified) | 0.2 | 2.0 | -11.2 | 0.9
COc1ccc(NC(=O)c2nnn(CC(=O)Nc3cc(C)cc(C)c3)c2N)cc1OC | 0.0 | 10.6 | -1.2 | 2.9
COc1ccc(-n2c3nc(=O)n(C)c(=O)c-3cc3ccccc32)cc1Cl | 0.3 | -6.1 | 18.9 | -0.4
O=C(Nc1ccccc1)O/N=C\c1ccccc1Cl | -0.1 | -34.9 | 3.3 | 2.6

Seven neighbouring compounds already listed, quoted:
compound | FBW7 act | TEAD-YAP inh | MITF inh | GPR151 ag
C=CCNC(=O)c1c(NC(=O)c2ccco2)sc2c1CCC(C(C)(C)C)C2 (stereo unspecified) | 0.4 | 0.2 | 12.8 | 0.4
O=C(CN1C2=NCCN2c2ccccc21)c1ccc(F)cc1 | -0.1 | 13.0 | 3.7 | 0.9
CC(C)c1ccc(NC2=NCC(=O)N2C2CCCC2)cc1 | -0.1 | -1.6 | -0.3 | 0.3
COc1ccc(NC(=O)c2cc(CNC3CCCCC3)cc(NC(C)=O)c2)cc1 | 0.6 | 12.7 | 4.8 | -1.1
CCn1c(=O)n(CC(=O)N2CCN(C(C)=O)CC2)c2cccnc21 | 0.1 | -2.5 | -9.6 | -0.3
C=CCn1c(-c2sc(N)nc2C)n[nH]c1=S | -0.6 | -6.0 | -1.0 | 0.8
O=C(C1CC1)N1CCc2cc(Br)cc(S(=O)(=O)NCc3cccnc3)c21 | -0.1 | 0.7 | -10.3 | 0.3

Next records:
compound | FBW7 act | TEAD-YAP inh | MITF inh | GPR151 ag
CCOC(=O)c1sc2nc(C)nc(NCc3cccs3)c2c1C | -0.3 | -26.4 | -5.0 | 1.6
CC(C)CN1C(=O)C(C)(C)COc2cc(NC(=O)NCc3cccs3)ccc21 | 0.2 | -3.2 | 12.4 | -2.3
O=C1CC2c3ccccc3C1C1C(=O)N(c3ccc([N+](=O)[O-])cc3)C(=O)C21 (stereo unspecified) | 0.2 | 5.2 | -1.1 | 0.1
CCOc1cc([N+](=O)[O-])cc(CNc2ccc3oc(-c4ccc(Cl)cc4Cl)nc3c2)c1O | -0.1 | -1.6 | 10.7 | -1.4
COc1cc(-c2nc3ccccc3c(=O)n2NC(=O)c2cccnc2Cl)cc(OC)c1OC | 0.0 | -1.0 | -10.1 | 0.8
COc1cc(Nc2nc(-c3cccc([N+](=O)[O-])c3)cs2)c(OC)cc1Cl | 0.0 | -0.8 | 10.1 | -0.5
CCNC(=O)c1cc2c(=O)n3cccc(C)c3nc2n(CCc2ccccc2)c1=N | 0.1 | 6.6 | 9.8 | -0.6
Cc1cc(C)cc(C(=O)OCC(=O)c2cc(C)n(C)c2C)c1 | -0.1 | -3.0 | -2.7 | 1.5
CCOC(=O)c1c(NC(=O)C(C)Sc2nnc(CNC(=O)COc3ccc(Cl)cc3)n2C)sc2c1CCCCC2 (stereo unspecified) | 0.2 | -4.1 | 1.8 | -0.2
Cc1ccc(CN(C)C(=O)CCc2nnc(Cc3cccc(C)c3)o2)cc1 | 0.0 | -27.7 | -4.3 | -0.2
NC(=O)c1c(NC(=O)/C=C/c2ccccc2)sc2c1CCC2 | -0.1 | -79.6 | 2.9 | 1.8
Cc1cc(N2CCN(C)CC2)nc(N2CCN(C(=O)c3c(F)cccc3Cl)CC2)n1 | -0.1 | 6.4 | 7.3 | 1.5
COc1ccc(-c2noc(CC(=O)NC3CCCc4ccccc43)n2)cc1 (stereo unspecified) | 0.0 | -6.4 | -12.7 | 4.3
COc1ccc(-c2c(C)oc3cc(OCCN4CCCCC4)ccc3c2=O)cc1OC | 0.0 | 0.6 | -5.4 | 2.2
CCOc1ccc(N2C(=O)NC(=O)/C(=C\c3cc(OCC)c(O)c([N+](=O)[O-])c3)C2=O)cc1 | 0.0 | -4.2 | -13.1 | 0.3
O=C1OC(c2ccccc2Br)=N/C1=C\c1cc(Br)cs1 | 0.7 | 12.6 | 7.9 | 0.1
CCOc1cc(/C=C2\SC(=O)N(CC(C)C)C2=O)ccc1OCC(=O)O | -0.2 | 2.5 | -3.5 | 1.7
